Tcruzi prolif = T. cruzi intracellular proliferation inhibitors, primary screen, cell-based, beta-gal Tulahuen parasites, NIH3T3 host, luminescence | T. cruzi beta-gal in NIH3T3, GalScreen luminescence, 90 h | inhibition, % at 8.34 µM | actives 5.9% (n = 77,000) | AID 624255, 2012;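 active means mean inhibition above about 93%, with at least 55% of replicates each passing it, limit read from the data, passing the limit was not always enough; inconclusive means only one of those two conditions holds; inactive means neither condition holds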
KDM4C inh = inhibitors of GASC-1 (KDM4C) histone demethylase, primary screen, biochemical, single concentration HTS. Lysine-specific demethylase 4C (Homo sapiens), Q9H3R0. GST-KDM4C 2-372, H3K9me3 peptide, LANCE TR-FRET. inhibition, % at 12.5 µM. actives 0.15% (n = 96,000);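 active means mean replicate inhibition above about 25%, with at least 55% of replicates also reaching it, limit read from the data, passing the limit was not always enough; inconclusive means only one of those two conditions met; inactive means neither condition met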
Target sequence (Q9H3R0 2-372 limits assumed): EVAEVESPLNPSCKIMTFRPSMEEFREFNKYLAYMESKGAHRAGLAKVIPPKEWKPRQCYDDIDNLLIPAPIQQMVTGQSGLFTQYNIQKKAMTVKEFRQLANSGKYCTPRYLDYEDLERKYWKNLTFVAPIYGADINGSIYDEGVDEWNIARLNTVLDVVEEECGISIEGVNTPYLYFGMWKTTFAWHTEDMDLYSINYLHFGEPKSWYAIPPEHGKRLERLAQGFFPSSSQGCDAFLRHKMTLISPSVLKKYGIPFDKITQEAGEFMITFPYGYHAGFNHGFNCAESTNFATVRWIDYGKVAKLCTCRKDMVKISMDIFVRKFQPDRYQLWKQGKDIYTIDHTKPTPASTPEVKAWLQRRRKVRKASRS
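Assay system: GST-GASC-1 enzyme fragment 2-372 | Amount: 10 nM enzyme | Medium: HEPES buffer, pH 7.5, plus ascorbate | Reagent: H3K9me3 peptide substrate, Fe(II), 2-oxoglutarate | Doses: Single-point compound screen | Incubation: 30 min demethylation and 1 h detection at room temperature | Measured by: LANCE TR-FRET, excitation 340 nm, emissions 618 and 671 nm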
Pf Dd2 inh = P. falciparum Dd2 growth inhibitors, primary screen, SYBR Green fluorescence, single dose replicates. actives 2.3% (n = 94,000). 72 h; active compounds read low. AID 1159554, 2015. activity change, % at 10 µM; in the data active means activity change below about -80%; inconclusive means no clear call, values can overlap the other calls
C diff growth = C. difficile growth inhibitors, primary screen, HTS | Clostridium difficile clinical isolate growth, OD600, 24 h; active compounds read low | growth activity, negative = inhibition, % at 16 µg/mL (by protocol) | actives 0.25% (n = 86,000);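 active means mean growth activity at or below -80% and every replicate also at or below -80%; inconclusive means mean at or below -80% but some replicate above -80%; inactive means mean growth activity above -80%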;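 further: 0% = DMSO wells and -100% = levofloxacin 16 µg/mL wells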
Active calls of the source: *; ? = inconclusive; / = not tested or not shown. An unsorted share of the library; any-hit rate near 7%.

Screens by letter: A = Tcruzi prolif; B = KDM4C inh; C = Pf Dd2 inh; D = C diff growth
COc1cccc(C(=O)Nc2ccc3c(c2)C(=O)N(C)C[C@H](OC)[C@H](C)CN[C@@H](C)CO3)c1
  A = -2; B = -0.5; C = -2; D = /
CN1C(=O)c2cc(NC(=O)Nc3ccccc3Cl)ccc2OC[C@H]2O[C@@H](CC(=O)O)CC[C@@H]21
  A = 14; B = 49*; C = 5; D = 7
CNC[C@@H]1Oc2ncc(Br)cc2C(=O)N([C@@H](C)CO)C[C@H]1C
  A = /; B = 0.7; C = 19; D = -5
COc1ccc(NC(=O)N(C)C[C@@H]2Oc3ccc(NC(=O)Nc4ccc5c(c4)OCO5)cc3CC(=O)N([C@@H](C)CO)C[C@@H]2C)cc1
  A = -1; B = 3.4; C = 13; D = 13
O=C(c1cccnc1)N1C[C@H]2[C@@H](c3ccccc31)[C@H](CO)N2CC1CCCC1
  A = 4; B = 4.4; C = -4; D = 0
CC=Cc1ccc2n(c1=O)C[C@H]1[C@H](CO)[C@@H](C(=O)NCC3CC3)N(Cc3ccncc3)[C@@H]21 (mixture of isomers)
  A = 81; B = 7.9; C = 16; D = 3
C/C=C/c1cnc2c(c1)C(=O)N([C@H](C)CO)C[C@@H](C)[C@H](CN(C)Cc1ccncc1)O2
  A = 7; B = -0.5; C = 34; D = 1
Cc1noc(C)c1NC(=O)Nc1cccc2c1O[C@H](CN(C)S(=O)(=O)c1ccccc1)[C@H](C)CN([C@H](C)CO)C2=O
  A = 11; B = 4.9; C = 25; D = /
O=C(C[C@H]1CC[C@@H](NC(=O)Cc2cccnc2)[C@H](CO)O1)Nc1ccccc1
  A = /; B = -3.1; C = 2; D = 1
CC(C)NC(=O)Nc1ccc2c(c1)C(=O)N([C@H](C)CO)C[C@@H](C)[C@@H](CN(C)Cc1ccc(C(=O)O)cc1)O2
  A = 27; B = -0.9; C = -71; D = -4

Going on with the list:
Screens by letter: A = Tcruzi prolif; B = KDM4C inh; C = Pf Dd2 inh; D = C diff growth
C[C@H](CO)N1C[C@H](C)[C@H](CN(C)C(=O)Nc2ccc(C(F)(F)F)cc2)Oc2ccc(NC(=O)CCCCCC(=O)Nc3ccccc3N)cc2CC1=O
  A = 58; B = -2.0; C = -40; D = -7
CCC(=O)N(C)C[C@@H]1Oc2cc(C3=CCCC3)ccc2S(=O)(=O)N([C@@H](C)CO)C[C@H]1C
  A = -20; B = 5.1; C = -11; D = 1
Cc1noc(C)c1NC(=O)N(C)C[C@H]1Oc2ccc(NS(=O)(=O)c3cccs3)cc2C(=O)N([C@@H](C)CO)C[C@H]1C
  A = -137; B = -1.6; C = 29; D = /
O=C(Nc1ccc(Cl)cc1)N[C@H]1CC[C@H](CCNC(=O)c2ccccc2F)O[C@H]1CO
  A = -53; B = 40*; C = 15; D = 1
C[C@@H]1CN([C@@H](C)CO)C(=O)c2cccc(NC(=O)Nc3ccc(F)cc3)c2O[C@@H]1CN(C)Cc1ccc(C(F)(F)F)cc1
  A = 54; B = /; C = -48; D = -92*
C[C@@H]1CCCCO[C@@H](CN(C)CC2CCCCC2)[C@H](C)CN([C@H](C)CO)C(=O)c2cc(NS(=O)(=O)c3ccc(Cl)cc3)ccc2O1
  A = 93; B = -1.4; C = -75; D = -13
COc1ccc(S(=O)(=O)Nc2cccc3c2O[C@H](CN(C)C(=O)Nc2ccc(C(F)(F)F)cc2)[C@H](C)CN([C@@H](C)CO)C3=O)cc1
  A = -13; B = -1.4; C = -53; D = -1
C[C@@H]1CN([C@H](C)CO)C(=O)Cc2cc(NC(=O)Nc3ccc(C(F)(F)F)cc3)ccc2O[C@H]1CN(C)CC1CC1
  A = 10; B = -1.2; C = -50; D = 4
Cc1ccc(-c2ccc3c(c2)O[C@H](CN(C)C(=O)C2CC2)[C@@H](C)CN([C@H](C)CO)S3(=O)=O)cc1
  A = 91; B = -0.9; C = -13; D = /
CS(=O)(=O)N1[C@H](CO)[C@@H](c2ccccc2-c2ccccc2F)[C@@H]1C#N
  A = /; B = -1.4; C = -14; D = 5

More compounds follow.
Screens by letter: A = Tcruzi prolif; B = KDM4C inh; C = Pf Dd2 inh; D = C diff growth
O=C(Nc1ccccc1F)N1CCCCN2[C@H](C1)[C@H](c1ccc(C#Cc3cccnc3)cc1)[C@@H]2CO
  A = 42; B = 8.9; C = -52; D = -4
CC(=O)N(C)C[C@H]1Oc2cc(C#CC3CCCCC3)ccc2S(=O)(=O)N([C@H](C)CO)C[C@@H]1C
  A = ?; B = -2.0; C = -44; D = 3
C[C@@H]1CN([C@H](C)CO)C(=O)c2cc(-c3ccncc3)cnc2O[C@@H]1CN(C)C(=O)CN1CCOCC1
  A = /; B = -0.3; C = 41; D = -1
C[C@H](CO)N1C[C@H](C)[C@@H](CN(C)C(=O)Nc2ccc(F)cc2)Oc2ccc(NC(=O)Nc3ccc4c(c3)OCO4)cc2C1=O
  A = 3; B = -1.1; C = 14; D = 8
C[C@@H]1CN([C@H](C)CO)C(=O)c2cccc(NC(=O)C3CCCCC3)c2O[C@H]1CN(C)S(=O)(=O)c1ccc(F)cc1
  A = 15; B = 4.3; C = -3; D = -4
Cc1ccccc1S(=O)(=O)N1C[C@@H](O)COC[C@@H]2O[C@H](CC(=O)N3CCCCC3)CC[C@H]21
  A = -10; B = 1.1; C = 6; D = /
C[C@H]1CN([C@@H](C)CO)C(=O)c2cc(-c3cccc(C(=O)N(C)C)c3)cnc2O[C@H]1CN(C)S(=O)(=O)c1ccc(F)cc1
  A = -28; B = -3.1; C = -3; D = -2
CC=Cc1ccc2n(c1=O)C[C@@H]1[C@@H](CO)[C@H](C(=O)N[C@H](C)c3ccccc3)[C@H]2N1CC (mixture of isomers)
  A = -33; B = -1.4; C = /; D = -5
Cc1noc(C)c1S(=O)(=O)N(C)C[C@@H]1OCCCC[C@@H](C)Oc2ccc(NC(=O)Nc3ccccc3)cc2C(=O)N([C@H](C)CO)C[C@H]1C
  A = /; B = -0.5; C = -83*; D = 14
CCNC(=O)C[C@H]1CC[C@H]2[C@@H](COC[C@H](O)CN2C(=O)Nc2c(C)noc2C)O1
  A = 47; B = -0.1; C = 3; D = /

(listing goes on)
Screens by letter: A = Tcruzi prolif; B = KDM4C inh; C = Pf Dd2 inh; D = C diff growth
O=C(C1CCC1)N1CC2(C1)[C@@H](c1ccccc1)[C@@H](CO)N2CC1CCCC1
  A = /; B = /; C = -26; D = 18
CN(C)C(=O)c1ccc(-c2ccccc2[C@@H]2[C@@H](CO)N(C(=O)C3CCCCC3)[C@H]2C#N)cc1
  A = /; B = -2.1; C = -16; D = -8
C[C@@H]1CN([C@@H](C)CO)S(=O)(=O)c2ccc(/C=C/c3ccccc3)cc2O[C@@H]1CN(C)C(=O)C1CC1
  A = 30; B = -1.0; C = -52; D = 9
Cc1noc(C)c1S(=O)(=O)Nc1ccc2c(c1)C(=O)N([C@@H](C)CO)C[C@H](C)[C@@H](CN(C)C(=O)Nc1ccc(C(F)(F)F)cc1)OCCCC[C@@H](C)O2
  A = 68; B = -0.3; C = -67; D = -6
CO[C@@H]1CN(C)C(=O)c2ccc(NC(=O)c3ccc(F)cc3)cc2OC[C@H](C)N(C)C[C@H]1C
  A = -64; B = -2.1; C = 26; D = -4
CCC(=O)Nc1ccc2c(c1)C(=O)N(C)C[C@@H](OC)[C@H](C)CN(C(=O)c1ccncc1)[C@@H](C)CO2
  A = 25; B = 1.0; C = 10; D = /
Cc1ccc(S(=O)(=O)Nc2ccc3c(c2)CC(=O)N([C@H](C)CO)C[C@@H](C)[C@@H](CN(C)C)O3)cc1
  A = 11; B = -0.3; C = -10; D = -7
Cc1ccc(S(=O)(=O)Nc2cccc3c2O[C@H](CN(C)S(=O)(=O)c2cn(C)cn2)[C@H](C)CN([C@H](C)CO)C3=O)cc1
  A = -4; B = -0.9; C = 32; D = /
C[C@H](CO)N1C[C@H](C)[C@H](CN(C)S(=O)(=O)c2ccc(F)cc2)Oc2ccc(NC(=O)C3CCCCC3)cc2C1=O
  A = 19; B = -0.2; C = 35; D = -6
C[C@@H]1CCCCO[C@@H](CN(C)C(=O)CCCN(C)C)[C@H](C)CN([C@@H](C)CO)C(=O)c2cc(NS(=O)(=O)c3cn(C)cn3)ccc2O1
  A = -102; B = 3.6; C = 53; D = 0

Among those listed so far, two have two or more sulfur atoms:
Screens by letter: A = Tcruzi prolif; B = KDM4C inh; C = Pf Dd2 inh; D = C diff growth
Cc1noc(C)c1NC(=O)N(C)C[C@H]1Oc2ccc(NS(=O)(=O)c3cccs3)cc2C(=O)N([C@@H](C)CO)C[C@H]1C
  A = -137; B = -1.6; C = 29; D = /
Cc1ccc(S(=O)(=O)Nc2cccc3c2O[C@H](CN(C)S(=O)(=O)c2cn(C)cn2)[C@H](C)CN([C@H](C)CO)C3=O)cc1
  A = -4; B = -0.9; C = 32; D = /

Remaining list, next part:
Screens by letter: A = Tcruzi prolif; B = KDM4C inh; C = Pf Dd2 inh; D = C diff growth
COc1ccc(NC(=O)N(C)C[C@H]2Oc3c(NC(=O)Nc4cccc5ccccc45)cccc3C(=O)N([C@H](C)CO)C[C@@H]2C)cc1
  A = 40; B = -0.2; C = 2; D = 0
C[C@@H]1CCCCO[C@H](CN(C)C(=O)Nc2ccc(F)cc2)[C@@H](C)CN([C@@H](C)CO)C(=O)c2cc(NC(=O)Nc3ccc(C(F)(F)F)cc3)ccc2O1
  A = 89; B = -2.5; C = ?; D = 6
C[C@H]1CCCCO[C@H](CN(C)S(=O)(=O)c2ccc(Cl)cc2)[C@@H](C)CN([C@@H](C)CO)C(=O)c2cc(NC(=O)C3CCCCC3)ccc2O1
  A = 110*; B = 0.8; C = -85*; D = 0
C[C@H](CO)N1C[C@H](C)[C@H](CN(C)C(=O)C2CCCCC2)Oc2ncc(-c3cccc(F)c3)cc2C1=O
  A = 35; B = -0.3; C = -5; D = -2
CO[C@H](CN(C)S(=O)(=O)c1ccccc1)[C@@H](C)CN(C(=O)Nc1ccccc1F)[C@@H](C)CO
  A = -6; B = 0.0; C = 9; D = /
O=C(Nc1cccc(F)c1)N1CCCCN2[C@H](C1)[C@H](c1ccc(C#CC3CC3)cc1)[C@@H]2CO
  A = 118*; B = -1.5; C = -6; D = 35
COCC#Cc1ccc([C@H]2[C@@H](CO)N3CCCCN(Cc4cccnc4)C[C@@H]23)cc1
  A = 101*; B = -1.5; C = -8; D = 1
CCC(=O)Nc1ccc2c(c1)C(=O)N(C)C[C@@H](OC)[C@@H](C)CN(Cc1cncnc1)[C@@H](C)CO2
  A = -7; B = 3.8; C = /; D = /
COc1ccc(CN(C)C[C@H]2OCCCC[C@@H](C)Oc3ccc(NS(=O)(=O)c4ccc(F)cc4)cc3C(=O)N([C@@H](C)CO)C[C@@H]2C)cc1
  A = 13; B = -0.1; C = -65; D = 1
COc1ccc2c3c([nH]c2c1)[C@H](CO)N(C(=O)Nc1ccc(F)cc1)CC31CN(S(=O)(=O)c2ccc(C)cc2)C1
  A = /; B = 1.0; C = -69; D = -9

Continued.
Screens by letter: A = Tcruzi prolif; B = KDM4C inh; C = Pf Dd2 inh; D = C diff growth
C[C@H]1CN([C@@H](C)CO)C(=O)c2cc(-c3ccc(C(=O)N(C)C)cc3)cnc2O[C@H]1CN(C)C(=O)C1CC1
  A = 0; B = -1.1; C = 30; D = -2
CS(=O)(=O)N1CC(=O)N2[C@@H](CO)[C@@H](c3ccc(C#CC4CCCC4)cc3)[C@@H]2C1
  A = /; B = -0.3; C = -1; D = 1
COc1ccc(S(=O)(=O)N(C)C[C@H]2Oc3ccc(NC(=O)Cc4ccccc4)cc3C(=O)N([C@@H](C)CO)C[C@H]2C)cc1
  A = /; B = -1.4; C = -3; D = -4
C[C@@H](O)C#Cc1cnc2c(c1)C(=O)N([C@@H](C)CO)C[C@H](C)[C@@H](CN(C)Cc1ccc(-c3ccccc3)cc1)O2
  A = /; B = 1.1; C = -34; D = 4
C[C@@H]1CN([C@H](C)CO)C(=O)Cc2cc(NC(=O)CCCCCC(=O)Nc3ccccc3N)ccc2O[C@H]1CN(C)S(=O)(=O)c1cn(C)cn1
  A = 15; B = 1.2; C = -3; D = -2
CNC(=O)C[C@H]1CC[C@H]2[C@H](COc3ccc(NC(=O)c4cccs4)cc3C(=O)N2C)O1
  A = 23; B = 0.3; C = -1; D = 3
CC(=O)N1[C@@H]2Cn3c(ccc(C4=CCCCC4)c3=O)[C@H]1[C@@H](C(=O)NC1CCC1)[C@@H]2CO
  A = 19; B = 6.1; C = 9; D = -1
